CRFBP-R2 block: CRF-BP/CRF-R2 complex antagonism. hit rate 0.59% among 350,000. inhibition, % at 11.8 µM. HEK293 CRF-R2/CRF-BP, CRF-induced calcium fluorescence. AID 588475;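 active means inhibition of the ligand-induced calcium signal above about 50% at the single tested concentration, limit read from the data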
CHRM4 antagonist: blocks acetylcholine activation of human M4 receptor | inhibition, % at 3 µM | hit rate 0.73% among 360,000 | CHO-hM4 cells, ACh EC80, Fluo-8 calcium fluorescence;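 active means inhibition above its plate's cutoff, the mean inhibition of sample wells plus 3 SD, cut at about 27% in these data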;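 further: 0% = acetylcholine EC80 with DMSO and 100% = DMSO without agonist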
Target sequence (P08173 whole entry, looked up): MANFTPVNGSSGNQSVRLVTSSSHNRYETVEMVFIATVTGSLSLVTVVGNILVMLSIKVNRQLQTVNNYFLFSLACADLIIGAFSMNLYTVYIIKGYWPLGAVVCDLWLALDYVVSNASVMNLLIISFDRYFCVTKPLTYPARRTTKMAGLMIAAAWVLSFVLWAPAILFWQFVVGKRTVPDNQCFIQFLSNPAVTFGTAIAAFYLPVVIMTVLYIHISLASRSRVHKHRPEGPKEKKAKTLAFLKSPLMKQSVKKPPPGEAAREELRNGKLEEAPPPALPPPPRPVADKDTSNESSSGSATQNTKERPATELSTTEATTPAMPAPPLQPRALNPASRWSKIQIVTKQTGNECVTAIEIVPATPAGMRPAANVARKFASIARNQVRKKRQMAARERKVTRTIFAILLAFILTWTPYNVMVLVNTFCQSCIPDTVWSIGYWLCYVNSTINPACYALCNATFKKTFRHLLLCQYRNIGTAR
M4 PAM: potentiates acetylcholine response at human M4 receptor; CHO-K1 hM4/Gqi5, Fluo-8 calcium fluorescence, ACh EC20; 0% = ACh EC20, 100% = maximal ACh; activation, % at 3 µM; hit rate 0.4% among 360,000; P08173;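 active means activation above its plate's cutoff, the mean activation of sample wells plus 3 SD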; further: some results filed as inactive read as strong as hits
CHRM5 antagonist: blocks acetylcholine activation of human M5 receptor; P08912; hit rate 0.59% among 360,000; inhibition, % at 3 µM; CHO-hM5 cells, Fluo-8 calcium fluorescence, ACh EC80;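 active means inhibition above a per-plate cutoff, the mean of that plate's test compounds plus 3 SD, cut at about 27% in these data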;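 further: 0% = acetylcholine EC80 with DMSO and 100% = DMSO without agonist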
Target sequence (P08912 whole entry, looked up): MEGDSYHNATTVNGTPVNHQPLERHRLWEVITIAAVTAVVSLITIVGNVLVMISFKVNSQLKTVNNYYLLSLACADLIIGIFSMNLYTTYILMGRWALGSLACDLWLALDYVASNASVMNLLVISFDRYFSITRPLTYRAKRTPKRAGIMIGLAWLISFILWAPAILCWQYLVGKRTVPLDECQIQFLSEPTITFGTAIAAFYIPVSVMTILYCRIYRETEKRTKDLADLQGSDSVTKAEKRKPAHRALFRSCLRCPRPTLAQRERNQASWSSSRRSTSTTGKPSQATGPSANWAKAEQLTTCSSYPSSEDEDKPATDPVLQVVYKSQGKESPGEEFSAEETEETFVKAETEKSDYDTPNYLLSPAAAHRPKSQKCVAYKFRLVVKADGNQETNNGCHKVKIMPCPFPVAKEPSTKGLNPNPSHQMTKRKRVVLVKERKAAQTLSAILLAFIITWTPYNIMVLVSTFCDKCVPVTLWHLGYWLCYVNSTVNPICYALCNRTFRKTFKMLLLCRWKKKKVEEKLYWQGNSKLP
M5 ag: CHRM5 agonism in calcium assay; P08912; CHO-K1 hM5 cells, Fluo-8 calcium fluorescence; 0% DMSO wells, 100% maximal acetylcholine response; activation, % at 3 µM; hit rate 0.19% among 360,000; AID 624037;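 active means activation above the run's mean over test compounds plus 3 SD, cut at about 23% in these data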;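 further: signal is peak over basal fluorescence ratio across the kinetic read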
M4 ag: agonists of human muscarinic M4 receptor (CHRM4); CHO-K1 hM4/Gqi5, Fluo-8 calcium fluorescence; vehicle 0%, full acetylcholine response 100%; activation, % at 3 µM; hit rate 0.14% among 360,000;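 active means activation above the run mean over all test wells plus 3 SD, cut at about 32% in these data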;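 further: peak over basal fluorescence ratio per well then scaled between controls; 0% = DMSO wells and 100% = acetylcholine at EC100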
CRFBP-R2 agonist: CRF-BP/CRF-R2 complex agonism. activation, % at 13.2 µM. hit rate 0.46% among 350,000. HEK293 CRF-R2/CRF-BP, calcium dye fluorescence (FLIPR); percent of saturating CRF peptide response;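 active means activation of at least 50%, plus an integration ratio under a set limit after plate pattern correction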;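 further: plate controls were neutral control wells without compound for no effect and CRF at EC100 for full effect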
CHRM5 PAM: CHRM5 positive allosteric modulation. P08912. CHO-K1 hM5, Fluo-8 calcium, ACh EC20 PAM; 0% = ACh EC20, 100% = ACh EC100. activation, % at 3 µM. hit rate 0.3% among 360,000. AID 624038;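 active means activation above the run cutoff, the mean activation of all test compounds plus 3 SD, cut at about 18% in these data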
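Probe or stimulus: acetylcholine, EC20 level; Assay system: human M5 receptor in CHO-K1 cells; Schedule: compound preincubation 140 s before EC20 acetylcholine addition; Technique: intracellular calcium via Fluo-8 fluorescence; Dosing: single-point, 3 µM nominal; Read-out basis: percent activation from peak-over-basal fluorescence ratio, scaled EC20-to-EC100 acetylcholine; Repeats: one well per compound, no replicates.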
IDE inh: inhibitors of human insulin-degrading enzyme in cells | P14735 | inhibition, % at 5.59 µM | hit rate 0.41% among 320,000 | AID 434962 | HEK cells, FAbetaB cleavage, fluorescence polarization;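 active means percent inhibition above the average of all tested compounds plus 3 SD, set per screening campaign, cut at about 16% in these data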;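 further: IDE supplied by intact live HEK cells; FP after avidin binding of uncleaved biotin substrate so inhibition keeps polarization high; 0% = DMSO wells and 100% = 60 µM reference IDE inhibitor Ii1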
The depositor's hits bear a star; nt = not tested or not shown.

SMILES	CRFBP-R2 block	CHRM4 antagonist	M4 PAM	CHRM5 antagonist	M5 ag	M4 ag	CRFBP-R2 agonist	CHRM5 PAM	IDE inh
CC(C)C[C@H]1CN([C@@H](Cc2ccccc2)CN2CCC[C@@H]2CN2C(=O)C(=O)NC[C@@H]2Cc2ccc(O)cc2)C(=O)C(=O)N1CC1CCCCCC1	nt	-7	0	-3	-3	-1	nt	4	nt
CCOc1ccc(OCc2cccc(C(=O)N3CCOCC3)c2)cc1	31	-9	-1	-6	2	2	0.6	-1	5
O=C(OCCN1CCCC1)C1(c2ccccc2)CCCC1	-10	94*	-23	99*	-8	2	2.6	-23	nt
CCCC[C@@H]1CNC(=O)C(=O)N1CCCC	nt	4	6	-7	3	-1	nt	3	nt
C=CCn1c(=NC(=O)c2ccc(S(=O)(=O)N3CCCC3)cc2)sc2cc(NC(C)=O)ccc21	12	17	3	15	-1	2	-0.7	-5	16
O=C(O)CCc1cccnc1	-1	-12	13	-7	-2	1	3.2	1	-2
COc1ccc(/C=C/C(=O)c2ccc(C)c([N+](=O)[O-])c2)cc1O	-118	-10	0	3	1	10	-4.1	-3	4
CC(C)CC(=O)Nc1ccccc1N1CCN(c2ccc(F)cc2)CC1	-8	-1	-5	1	-7	-1	0.2	4	-5
COc1cc(/C=N/NC(=O)Cn2cnc3c2c(=O)n(C)c(=O)n3C)cc(OC)c1OC	10	-6	-2	3	1	1	-0.1	3	5
COc1cc(CN2CCCC(CCC(=O)NCc3ccc(C)o3)C2)cc2c1OCO2 (configuration not stated)	-1	-2	-2	6	-2	0	-0.6	-5	3
Cc1cc(C)c2oc(C(=O)Nc3ccc(S(=O)(=O)Nc4nccc(C)n4)cc3)cc(=O)c2c1	7	-8	6	0	-2	0	-0.5	3	2
Cn1c(S(=O)(=O)O)nc2ccccc21	-3	3	-8	6	0	0	3.0	0	1
COCCNC(=O)/C(C#N)=C/c1ccc(-c2ccc(OC)cc2[N+](=O)[O-])o1	-16	15	-1	3	-2	0	1.2	-3	-5
c1ccc(-n2c(-c3ccco3)nnc2N2CCOCC2)cc1	15	-1	10	-7	2	0	0.0	-4	5
CC(CNC(=O)c1ccc(NC2=NC3CS(=O)(=O)CC3S2)cc1)c1ccccc1 (configuration not stated)	-122	-10	1	-1	-1	0	50*	0	3
O=C(OC1CCN(c2ccc([N+](=O)[O-])cc2)CC1)c1ccccc1	28	9	11	7	-2	0	3.2	-7	-3
O=S(=O)(NCCCCCNS(=O)(=O)c1ccccc1)c1ccccc1	-21	4	-6	7	5	5	11	-15	3
COc1ccc2nc(COC(=O)c3cccs3)c(C(C)=O)[n+]([O-])c2c1	-7	-5	3	1	6	2	4.2	4	8
Cc1ccc(C(=O)Nc2ccn(C)n2)cc1	-4	0	4	8	3	0	-1.1	4	1
COc1ccc(CC2(C)OC(c3ccc(C)cc3)=NN2C(C)=O)cc1 (configuration not stated)	3	-7	1	-3	-7	-2	-0.3	-2	2
COc1cccc(Cn2cnc3c(NS(=O)(=O)c4ccc(Cl)cc4Cl)c(C)c(C)cc32)c1	7	11	-11	7	-7	5	-1.4	-41	-2
Cc1nn(-c2ccccc2)c(C)c1C(=O)OCC(=O)N(C)C1CCS(=O)(=O)C1 (configuration not stated)	-2	-10	11	-2	-5	1	0.5	-2	7
CCc1sc(C(=O)NNC(=O)CNC(=O)c2ccccc2F)cc1C	4	6	9	-4	-3	1	-0.5	9	0
COCCNc1c(-c2ccc(O)cc2)nc2ccc(Cl)cn12	19	2	-5	6	2	11	-0.5	-11	2
CC(=O)N1CCc2ccc(S(=O)(=O)Nc3ccccc3Cl)cc21	13	2	-9	9	-3	4	3.1	-6	-9
Cc1cccc(NC(=O)CCC(=O)OCC(=O)c2ccc(Oc3ccc([N+](=O)[O-])cc3)cc2)c1	14	14	-14	21	4	11	1.6	-18	2
CCOc1ccccc1NS(=O)(=O)c1ccc2[nH]c(=O)ccc2c1	-24	-10	-4	-3	-1	4	4.1	-2	nt
CC1(C)CC(=O)C(C(c2ccco2)C2C(=O)CC(C)(C)CC2=O)C(=O)C1	24	-19	11	-10	-1	0	9.4	1	2
Nc1nc(CSc2ccc(Cl)cc2)nc(N2CCCCC2)n1	-1	3	-13	7	-2	13	-4.0	-18	0
CCOC(=O)/C(=C\c1ccc([N+](=O)[O-])cc1)C(=O)c1cc(C(C)=O)c(Nc2ccccc2)s1	-13	-5	1	-9	-3	1	2.0	5	5
CCCSc1ccc(-c2nn(-c3ccccc3)cc2/C=C(/C#N)C(=O)NCCCOC)cc1	0	-6	4	-3	0	1	19	3	8
CCc1ccc(C(=O)NNC(=O)C2CC(=O)N(c3ccc4c(c3)OCCO4)C2)cc1 (configuration not stated)	11	-2	14	10	-1	1	-0.6	0	2
COc1ccc(NC(=O)N2CCCC(C(=O)Nc3ccccc3OC)C2)cc1 (configuration not stated)	0	-3	0	-5	-3	1	-1.9	-1	-2
C[C@@H](c1ccccc1)N1C[C@H](COCc2ccccc2)Oc2cc(N3CC[C@@H](O)C3)ccc2S1(=O)=O	nt	-24	15	-1	-2	1	nt	-3	nt
CC(=O)c1cc(NC(=O)c2cccc(C(F)(F)F)c2)c(=O)oc1/C=C/N(C)C	-120	1	2	-1	-2	1	76*	3	6
Cc1cc(SC(C)C(=O)O)nc2ccccc12 (configuration not stated)	4	2	8	-3	-2	1	-1.2	8	-3
CCCn1c(NCc2ccccn2)nc2ccccc21	25	3	-1	2	-3	0	-3.2	-6	7
COc1cccc(-c2cc3c(-n4cccc4)ncnc3o2)c1	-25	-5	-9	-2	-6	4	1.6	-4	1
c1ccc(N2CCN(c3ncnc4c3oc3ccccc34)CC2)cc1	-7	-9	-6	-1	3	10	-0.9	-11	8
COc1ccc(/C=N/NC(=O)C2COc3ccccc3O2)cc1OC (configuration not stated)	4	-10	-8	-4	-2	5	-0.3	-11	0
COc1ccc(CNc2nc3ccccc3n2Cc2ccc(Cl)cc2)cc1OC	-1	9	-5	9	2	8	-0.5	-8	0
Cc1ccc(NC(=O)[C@H](C)NC(=O)C2CCN(C(=O)[C@@H](NC(=O)OC(C)(C)C)C(C)C)CC2)cc1	-8	-1	17*	-2	-5	-1	-1.2	0	1
OC(CNCc1ccncc1)c1ccccc1 (configuration not stated)	3	8	-5	-18	2	0	2.5	1	-7
CC(=O)N(CC1CCCO1)c1nnc(-c2ccccn2)s1 (configuration not stated)	4	10	-5	3	-3	0	-1.7	-9	8
CCN(CC)C(=O)c1ccc2sc([C@@H]3O[C@H](CO)[C@H](O)[C@H](O)[C@H]3O)nc2c1	nt	10	-6	10	-1	-1	nt	-4	nt
Oc1ccc(Br)cc1-c1nc2cnccn2c1NC1CCCCC1	-18	-6	1	-8	-1	1	-0.5	7	-5
CO/N=C/C(C#N)=C/c1ccc(OC)cc1	-1	0	-1	-9	-1	2	-2.9	3	0
Cc1ccc(C(=O)NCC(=O)OCN2C(=O)c3ccccc3C2=O)cc1C	-11	0	9	-2	1	0	-1.7	3	0
CCS(=O)(=O)Nc1ccc(-c2nnc(SCC(=O)c3cccc(OC)c3)o2)cc1	2	-1	9	3	-1	3	0.9	-5	5
CCN(CC(=O)Nc1c(F)cccc1F)C(=O)c1ccc(N2CCCCC2)c([N+](=O)[O-])c1	-4	0	-5	5	7	13	-0.9	-9	-1

2 compounds from above, showing only CHRM4 antagonist and M4 PAM:
| SMILES | CHRM4 antagonist | M4 PAM |
| --- | --- | --- |
| CC(=O)N(CC1CCCO1)c1nnc(-c2ccccn2)s1 (configuration not stated) | 10 | -5 |
| CCN(CC)C(=O)c1ccc2sc([C@@H]3O[C@H](CO)[C@H](O)[C@H](O)[C@H]3O)nc2c1 | 10 | -6 |

Next records:
SMILES	CRFBP-R2 block	CHRM4 antagonist	M4 PAM	CHRM5 antagonist	M5 ag	M4 ag	CRFBP-R2 agonist	CHRM5 PAM	IDE inh
CCCCC(=O)NCCNC(=O)c1cc(OCC(F)(F)F)ccc1OCC(F)(F)F	11	-1	5	2	-3	0	-1.8	-3	4
O=C(COC(=O)C1CCC(=O)N1)Nc1ccc(Oc2ccccc2)cc1 (configuration not stated)	-5	3	-1	6	-1	1	1.8	-4	4
S=c1[nH]nc(COc2ccccc2)n1/N=C/c1ccco1	11	0	1	-3	-4	0	-1.4	2	-2
CCCn1ncc2c(Nc3ccc(C)c(C)c3)ncnc21	-10	-4	6	1	-3	2	-1.1	2	5
COCCNC(=O)C1CCC(CNS(=O)(=O)c2c(C)cc(C)cc2C)CC1 (configuration not stated)	23	-13	2	-6	-2	2	-4.6	6	3
CCCCn1cnc2sc(-c3ccccc3)cc2c1=O	-16	-4	1	0	-4	0	0.7	1	6
Cc1ccc(NC(=O)Cn2nc(-c3ccccc3Cl)ccc2=O)c(Br)c1	15	-1	-1	5	0	0	0.1	1	-1
CCOc1ccc(NS(=O)(=O)c2ccc3[nH]cc(C(=O)N(CC)CC)c(=O)c3c2)cc1	1	6	4	-2	-7	2	-1.2	5	5
CCN(CC)CCCNC(=O)C(C)Sc1nc(-c2ccccc2)cc(C(F)(F)F)n1 (configuration not stated)	5	4	-7	9	-16	0	-1.3	0	4
CCN(C(=O)COC(=O)c1ccc2c(c1)OCO2)c1c(N)n(Cc2ccccc2)c(=O)[nH]c1=O	-13	-12	2	6	2	0	-0.2	-4	nt
CCc1c(C)nc(SCC(=O)Nc2ccc3c(c2)OCCO3)[nH]c1=O	-6	3	0	-11	2	4	1.7	-1	4
O=C(Cc1n[nH]c(=O)[nH]c1=O)N/N=C/c1cccc(O)c1	13	-3	0	1	0	0	-1.5	-1	-3
O=C(CN(Cc1ccccc1)S(=O)(=O)c1ccc(F)cc1)NCCC1=CCCCC1	-5	-1	-6	12	-3	1	2.6	-7	7
S=c1[nH]nc(-c2ccc(Cl)cc2)n1/N=C/C=C/c1ccco1	-6	1	1	3	4	0	-0.9	0	2
O=C(Cc1c[nH]c2ccccc12)NC1(C(=O)NC2CCCCC2)CCCCC1	13	-2	3	-1	1	0	-4.5	4	1
CCOC(=O)CCSc1nc(N2CCOCC2)c2c(c1C#N)CC(C)(C)OC2	-2	5	-2	7	-2	1	-0.5	1	-2
NC(=O)c1ccccc1NS(=O)(=O)c1ccc(S(=O)(=O)N2CCCC2)cc1	-12	-3	4	6	1	2	-0.7	-5	3
CC(NC(=S)Nc1ccc(F)cc1)c1ccccc1 (configuration not stated)	6	-3	-4	-1	1	6	-0.3	-6	-2
COc1cccc(-c2csc3ncnc(Sc4nnnn4C)c23)c1	-5	5	2	0	-1	2	3.3	4	7
COc1ccc(NC(=O)CN(c2cccc(C(F)(F)F)c2)S(C)(=O)=O)cc1OC	-9	20	-13	0	1	1	1.5	-3	0
Cc1cccc(NC(=O)COC(=O)c2ccc(S(=O)(=O)N3CCCC3)cc2)c1	-10	-1	-6	3	-5	7	-0.4	-5	nt
CCc1ccc2nc(N(CCCN(C)C)C(=O)c3ccc4c(c3)OCCO4)sc2c1	-29	-17	0	19	-8	11	1.9	-16	0
O=C(N/N=C/c1cccnc1)c1cccc(NC(=O)c2ccccc2Cl)c1	11	4	-4	11	0	5	2.2	-10	-1
CN(CC(=O)NCCc1ccccc1)S(=O)(=O)c1ccc(Br)s1	7	-2	-5	10	1	7	-1.7	12	4

High-throughput results deposited in PubChem by several laboratories.
